Screens deposited in PubChem by several laboratories.
NCOA1 inh: SRC1 coactivator transcriptional activity inhibitors, primary screen, cell-based, luminescence; Nuclear receptor coactivator 1 (Homo sapiens), Q15788; HEK293 GAL4-SRC1 luciferase reporter; inhibition, % at 3.6 µM; hit rate 0.12% among 360,000; AID 588354, 2011;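 active = inhibition above the campaign mean plus 3 SD, with each screening campaign given its own cutoff, cut at about 60% in these data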;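 also: 0% = DMSO treated cells and 100% = gossypol at 36 µM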
TROY NFkB inh: inhibitors of TROY-driven NF-kB signaling, primary screen, Q293 LMP1-TROYcd cells, NF-kB luciferase, uHTS; Q293 LMP1-TROYcd NF-kB luciferase reporter, 4 h; inhibition, % at 10 µM; hit rate 0.98% among 360,000;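 active = compounds whose plate-normalised and pattern-corrected inhibition of the luciferase reporter signal at the single screening dose is 50% or more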
SRC3 inh: SRC3 coactivator transcriptional activity inhibitors, primary screen, cell-based, luminescence; AID 588352, 2011; HEK293 GAL4-SRC3 luciferase reporter; inhibition, % at 3.6 µM; hit rate 0.17% among 360,000;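 active = inhibition above a per-campaign cutoff, the mean of all compounds plus 3 SD, cut at about 60% in these data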;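 also: 0% = DMSO-treated cells and 100% = gossypol-treated cells at 36 µM; higher means less SRC3-driven luciferase light from the GAL4 reporter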
TWEAK Fn14 block: inhibitors of TWEAK-Fn14 signaling, primary screen, luciferase reporter cells, uHTS | TWEAK-stimulated Fn14 reporter cells, luciferase luminescence, 8 h | inhibition, % at 10 µM | hit rate 2% among 360,000 | AID 1159606, 2016; in the data active = inhibition above about 50%
TLR9-MyD88 block: inhibitors of TLR9-MyD88 association in cells, primary screen, cell-based, CHO, BLA complementation, fluorescence. Toll-like receptor 9 (Homo sapiens) + Myeloid differentiation primary response protein …. CCF4 FRET ratio. inhibition, % at 4.98 µM. hit rate 0.21% among 340,000. AID 504734, 2011;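 active = inhibition above the mean over all tested compounds plus 3 SD, cut at about 21% in these data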;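 also: 0% = DMSO only wells and 100% = clavulanate BLA inhibitor control wells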
NR2F2 inh: NR2F2 transcriptional activity inhibitors, primary screen, cell-based, luciferase reporter, HEK293T, luminescence; AID 686940, 2013; hit rate 0.7% among 370,000; inhibition, % at 8.6 µM; HEK293T NGFI-A luciferase reporter;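 active = inhibition above a per-plate cutoff, mean inhibition of test wells between control levels plus 3 SD, cut at about 38% in these data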;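 also: cells cotransfected with COUP-TFII expression vector driving the NGFI-A reporter; 0% = median of COUP-TF2 test wells and 100% = reporter-only cells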
C8 TRAIL sens: viability loss with TRAIL in NB7+C8 cells, primary screen, TRAIL sensitizer project, cell-based, ATPlite luminescence | hit rate 1% among 360,000 | AID 624354, 2012 | inhibition (viability loss, TRAIL sensitization), % at 10 µM;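 active = compounds causing at least 50% loss of cell viability in the single-dose screen, relative to plate controls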
NOD2 RIPK2 PPI: NOD2-RIPK2 binding disruptors in cells, primary screen, fluorescence, CHO cells, BLA complementation; CCF4 ratio; AID 624267, 2012; Receptor-interacting serine/threonine-protein kinase 2 (Homo sapiens), O43353; inhibition, % at 4.98 µM; hit rate 0.38% among 360,000; in the data active = inhibition above about 21%;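 also: 0% = vehicle only and 100% = reference blocker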
NCOA2 inhibitor: inhibition of GAL4-SRC2 driven luciferase reporter, primary screen, SRC2 inhibitor project, cell-based, luminescence; hit rate 0.17% among 370,000; AID 651957, 2012; inhibition, % at 9 µM; Nuclear receptor coactivator 2 (Homo sapiens), Q15596; HEK293 GAL4-SRC2 luciferase reporter;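 active = inhibition above the mean inhibition of all tested compounds plus 3 SD, set per campaign, cut at about 52% in these data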;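 also: 0% = DMSO treated cells and 100% = cells given Gossypol at 36 µM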
EBV LMP1 NFkB: EBV LMP1-driven NF-kappaB luciferase reporter inhibitors, primary screen, cell-based, luminescence, single point. hit rate 0.69% among 350,000. LMP1-induced NF-kappaB luciferase reporter cells. AID 504558, 2011. inhibition, % at 12.5 µM; in the data active = inhibition above about 41%;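 also: 0% = neutral control wells and 100% = reference inhibitor control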
NR5A2 inv ag: LRH-1 (NR5A2) inverse agonists, primary screen, cell-based, luminescence, HEK293T, StAR-luciferase reporter; hit rate 0.13% among 360,000; inhibition, % at 3.6 µM; LRH-1 transfected, 24 h;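 active = inhibition above the mean inhibition of all tested compounds plus 3 SD, cut at about 73% in these data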;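 also: 0% = DMSO wells and 100% = reporter-only cells lacking LRH-1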
* marks the source's active call; other numbers are inactive results; . = no result given; & = joins results of further samples.

Every second line gives: NOD2 RIPK2 PPI	TROY NFkB inh	TLR9-MyD88 block	NCOA1 inh	NCOA2 inhibitor	SRC3 inh	NR2F2 inh	NR5A2 inv ag	EBV LMP1 NFkB	TWEAK Fn14 block	C8 TRAIL sens
#1 O=C(NCc1ccco1)[C@@H]1CSC2c3ccccc3C(=O)N21 (some centres not stated)
    -5	-14	3	-5	-24	3	6	-3	-10	-5	18
#2 Cc1c(-n2c(O)c(C3=c4ccccc4=NC3=O)sc2=O)c(=O)n(-c2ccccc2)n1C
    -1	5	0	-29	3	8	-20	21	-3	17	-1
#3 CCOC(=O)C1CCCN(C(=O)/C=C/c2cc(OC)c(OC)c(OC)c2)C1 (configuration not stated)
    -6	-4	-3	-1	-9	27	-14	17	8	-2	0
#4 CC1(CCc2ccccc2)NC(=O)N(CC(=O)Nc2ccccc2C#N)C1=O (configuration not stated)
    -2	1	0	-20	-22	-1	11	11	-12	17	3
#5 COc1ccc(C(=O)Nc2ccc(C(=O)c3ccccc3)cc2)cc1
    -3	35	.	6	6	19	29	-2	.	11	27
#6 Cc1cc(NC(=O)CSc2nc3c(c(-c4cccnc4)c2C#N)CCC3)no1
    -1	-3	-3	1	12	-11	-17	-3	-7	-16	-3
#7 CC(C)c1ccc(CNC(=O)CSCC(=O)Nc2ccc3ccccc3c2)cc1
    -6	4	4	-5	4	-12	-13	1	-4	16	-2
#8 COc1ccc(C2=CSC(/N=C/c3ccc(F)cc3)=NN2)cc1
    -1	-41	8	-15	4	-5	-15	5	-9	-57	4
#9 CCCc1nnc(NC(=O)CCC(=O)N2CCN(Cc3ccc(F)cc3)CC2)s1
    6	-15	-6	14	-17	1	5	-3	4	-5	2
#10 COCCn1c(N)c(N(Cc2ccccc2)C(=O)C2CCCCC2)c(=O)[nH]c1=O
    -5	8	7	9	-6	12	0	-5	-1	4	15
#11 CCCOc1ccc(CCc2n[nH]c(=S)n2-c2ccccc2)cc1
    -6	23	1	-7	-18	7	12	-18	3	-14	-8
#12 Nc1nc(=O)n(C2CCC(CO)O2)cc1F (configuration not stated)
    -6	-2	.	.	7	.	-17	-6	.	16	-2
#13 CCCCN(C)C(=O)c1sc(=O)n(Cc2ccc(Cl)c(Cl)c2)c1C
    12	6	.	3	15	12	6	8	.	0	16
#14 Cc1ccnc(NS(=O)(=O)c2ccc(NC(=O)c3ccc(S(=O)(=O)N4CC(C)OC(C)C4)cc3)cc2)n1 (configuration not stated)
    -5	7	-6	-2	-25	5	-5	-45	2	9	-3
#15 Cc1ccc(CSc2nnc([C@@H]3CCCN3)o2)cc1
    -4	-2	-2	3	-18	21	-2	15	-1	-1	-3
#16 Clc1ccc(CSc2ncn(-c3ccccc3)n2)cc1
    -6	-60	-2	-5	4	-42	-14	14	-15	4	4
#17 CCOC(=O)C1CCCN(C(=O)c2cc(S(=O)(=O)N3CCCCC3)c[nH]2)C1 (configuration not stated)
    4	6	-4	-51	25	7	12	-17	1	4	6
#18 CCN(CC)c1ccc2c(cc1=O)[C@@H](NC)CCc1cc(OC)c(OC)c(OC)c1-2
    10	20	3	10	15	-2	-47	26	22	11	29
#19 c1ccc(CSc2nnc([C@@H]3CCCN3)o2)cc1
    -1	-15	1	-2	4	-2	-1	0	-11	-10	-1
#20 N#CC1=C(SCC(=O)Nc2nccs2)NC(=O)CC1c1ccccc1 (configuration not stated)
    12	5	1	-2	0	0	-15	6	-1	19	12
#21 COc1ccc(/C=N/NC(=O)CCc2c(C)n[nH]c2C)cc1O
    -14	3	-4	-9	9	4	5	-3	1	-10	-9
#22 Cn1c2ccccc2c(=O)c2c(=O)n(C3CCCCC3)c(-c3cccs3)nc21
    1	-23	1	-2	12	31	-8	-1	-3	-43	-4
#23 CC1CCN(S(=O)(=O)c2ccc(S(=O)(=O)NCc3ccco3)cc2)CC1
    -2	10	-9	-2	20	7	6	-4	-5	-4	-13
#24 CCS(=O)(=O)N1CCN(c2cccc(C)c2C)CC1
    -7	4	1	2	-10	6	-7	-17	3	-14	-3
#25 COC(=O)c1c(NC(C)=O)csc1C
    -3	10	.	1	14	10	-3	7	5	-10	-14
#26 CCOC(=O)c1c(NC(C)=O)sc2c1CCN(Cc1ccccc1)C2
    10	-10	0	12	-24	7	-19	-11	0	-25	5
#27 CC1CN(CCS(=O)(=O)c2cc(Cl)ccc2Cl)CC(C)O1 (configuration not stated)
    16	-6	0	-13	-5	8	2	8	-8	46	-20
#28 COc1ccccc1NC(=O)COC(=O)c1ccccc1OCC(=O)Nc1ccc(SC(F)F)cc1
    -1	-30	0	3	9	10	-4	-16	-16	-19	-4
#29 CN(C)S(=O)(=O)N1CCN(CC(=O)Nc2cc(Cl)ccc2Cl)CC1
    1	-2	-9	-5	-12	23	11	-20	-2	-23	-8
#30 CC1=NN(c2nc(-c3ccc(F)cc3)cs2)C(=O)C1
    -5	17	-11	-13	.	-2	.	0	3	9	11
#31 COc1ccc(S(=O)(=O)N(C)[C@H]2C[C@H]3c4cc(-c5ccccc5)ccc4CCN3C(=O)[C@H]2[C@H](C)O)cc1
    -5	19	-16	1	7	-15	12	16	-5	5	-5
#32 Cc1ccc(C(=O)Nc2ccc3ncccc3c2)cc1
    -8	56*	-2	-48	-16	-35	27	-132	45*	94*	90*
#33 COc1cccc(C2C(C(=O)c3cc4ccccc4o3)=C(O)C(=O)N2c2cc(C)on2)c1 (configuration not stated)
    -7	-15	-7	-1	-19	-11	16	-13	1	-14	-21
#34 O=C(CCCCCn1c(=S)[nH]c2ccc(N3CCOCC3)cc2c1=O)NCCc1ccccc1
    -4	-26	3	-11	-12	9	-10	-6	7	5	6
#35 O=C(Nc1cccc(Cl)c1Cl)c1ccco1
    -1	-41	-2	-24	-25	-38	-14	-57	-15	-18	3
#36 Cc1ccc(Nc2c(O)nc[nH]c2=O)cc1
    -5	-23	-4	-3	-11	-15	-9	-5	2	10	-1
#37 O=S(=O)(NC12CC3CC(CC(C3)C1)C2)c1ccc(F)cc1
    1	2	-6	0	1	6	15	18	9	4	-4
#38 CC1CCCCN1C(=O)CSc1nnc(-c2ccco2)n1CC1CCCO1 (configuration not stated)
    -4	-9	-3	-4	-11	13	-4	8	-7	-5	-10
#39 CCn1cc([N+](=O)[O-])c(C(=O)N2CCCCCC2)n1
    -13	-8	-8	-18	-6	-7	1	-1	14	-13	-2
#40 CC1(C(=O)N2CCC(CO)(Cc3cccc(C(F)(F)F)c3)CC2)CC1
    -8	-7	-7	0	12	-2	5	-19	3	-12	-1
#41 Cc1ccc2c(c1)N(CC(=O)NCCCN1CCOCC1)C(=O)C(C(C)C)O2 (configuration not stated)
    4	5	6	-28	1	1	13	-2	1	-17	-1
#42 CCC(=O)Nc1cc(C(=O)OCC(=O)c2ccccc2)ccc1C
    -9	15	-14	-95	-39	-61	-48	-84	-11	25	5
#43 O=C(CSc1nc2ccccc2c(=O)[nH]1)NCc1ccc(Cl)cc1
    2	14	0	5	-8	1	10	9	-5	-12	-13
#44 COc1ccc2cc3[n+](cc2c1OC)CCc1cc2c(cc1-3)OCO2
    8&7	-4&-36	7&4	10&15	-3&-8	-26&3	53*	34&22	-6&8	7&-20	13&1
#45 COC(=O)/C=C/c1ccc(OC(=O)c2ccncc2)cc1
    -7	-1	2	-28	-1	-7	-7	-15	-1	-43	-8
#46 O=C(Nn1c(=S)[nH]c2ccccc2c1=O)c1ccncc1
    -3	1	2	-3	-3	1	-6	-4	-1	9	0
#47 COc1ccc(CC(=O)Nc2sc(Cc3ccccc3)c(C)c2C(N)=O)cc1
    -4	-7	-6	0	4	5	4	4	0	-4	16
#48 COc1ccc(CNC(=S)Nc2cccc(C)c2C)cc1
    1	9	7	-6	-21	19	-16	3	-2	3	-3
#49 Cc1cc(NC(=O)c2ccc(F)c(S(=O)(=O)N3CCCCC3)c2)no1
    -10	-4	11	-5	16	-7	13	-4	3	19	14
#50 Cc1nnsc1C(=O)N1CCCC1(C)C(=O)O (configuration not stated)
    -6	-2	.	-5	-5	-5	6	-7	.	5	0

A draw from above in order of SMILES length, highest first:
Every second line gives: NOD2 RIPK2 PPI	TROY NFkB inh	TLR9-MyD88 block	NCOA1 inh	NCOA2 inhibitor	SRC3 inh	NR2F2 inh	NR5A2 inv ag	EBV LMP1 NFkB	TWEAK Fn14 block	C8 TRAIL sens
#41 Cc1ccc2c(c1)N(CC(=O)NCCCN1CCOCC1)C(=O)C(C(C)C)O2 (configuration not stated)
    4	5	6	-28	1	1	13	-2	1	-17	-1
#47 COc1ccc(CC(=O)Nc2sc(Cc3ccccc3)c(C)c2C(N)=O)cc1
    -4	-7	-6	0	4	5	4	4	0	-4	16
#44 COc1ccc2cc3[n+](cc2c1OC)CCc1cc2c(cc1-3)OCO2
    8&7	-4&-36	7&4	10&15	-3&-8	-26&3	53*	34&22	-6&8	7&-20	13&1
#43 O=C(CSc1nc2ccccc2c(=O)[nH]1)NCc1ccc(Cl)cc1
    2	14	0	5	-8	1	10	9	-5	-12	-13
#37 O=S(=O)(NC12CC3CC(CC(C3)C1)C2)c1ccc(F)cc1
    1	2	-6	0	1	6	15	18	9	4	-4
#42 CCC(=O)Nc1cc(C(=O)OCC(=O)c2ccccc2)ccc1C
    -9	15	-14	-95	-39	-61	-48	-84	-11	25	5
#46 O=C(Nn1c(=S)[nH]c2ccccc2c1=O)c1ccncc1
    -3	1	2	-3	-3	1	-6	-4	-1	9	0
#45 COC(=O)/C=C/c1ccc(OC(=O)c2ccncc2)cc1
    -7	-1	2	-28	-1	-7	-7	-15	-1	-43	-8
#48 COc1ccc(CNC(=S)Nc2cccc(C)c2C)cc1
    1	9	7	-6	-21	19	-16	3	-2	3	-3
#50 Cc1nnsc1C(=O)N1CCCC1(C)C(=O)O (configuration not stated)
    -6	-2	.	-5	-5	-5	6	-7	.	5	0
#36 Cc1ccc(Nc2c(O)nc[nH]c2=O)cc1
    -5	-23	-4	-3	-11	-15	-9	-5	2	10	-1

Only part of the results is shown. The share of hits here may be higher or lower than overall.
